# High-throughput results (PubChem BioAssay)
# HCV NS3 hel inh: blocks Hepatitis C virus NS3 helicase unwinding; actives 0.56% (n = 290,000); AID 1800; NS3 helicase DNA unwinding, Cy5 molecular beacon fluorescence; inhibition, % at 10.9 µM;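 active means inhibition above the mean of all tested compounds plus 3 SD, set per campaign, cut at about 35% in these data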;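 further: 0% = DMSO wells and 100% = thioflavine S control wells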
#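 Measured by: Cy5 fluorescence, 0 and 60 min reads / Assay system: NS3 helicase fragment of HCV / Control set: low DMSO, high thioflavine S at 110 µM / Times: 1 h reaction at 25 °C, ATP-initiated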
# p-CIP stab down: compounds decreasing mouse p/CIP protein stability | Q05BA5 | F442A p/CIP-EGFP cells, EGFP fluorescence, 16 h | decrease of EGFP signal, % at 10 µM | actives 0.01% (n = 290,000);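 active means EGFP signal decrease of at least 30% at 10 µM or well 3 SD below plate mean, unless failing retest; inactive means the rest, including hits failing retest or dose response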; further: some compounds called inactive have numbers as strong as hits; many of its hits are not listed in these tables
# FID counter: fluorescent intercalator displacement, NS3 helicase counter-screen | DNA fluorescent intercalator displacement, fluorescence | actives 0.17% (n = 290,000) | inhibition, % at 7.9 µM; in the data active means inhibition above about 37%;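 further: 0% = vehicle and 100% = reference compound; higher means more ethidium bromide displaced from hairpin DNA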
# VIM-2 inh: blocks Pseudomonas aeruginosa VIM-2 metallo-beta-lactamase; AID 1527; purified VIM-2, nitrocefin hydrolysis, epi-absorbance fluorescence; actives 0.89% (n = 290,000); inhibition, % at 5.6 µM;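 active means inhibition above the mean of all tested compounds plus 3 SD, cutoff set per screening run, cut at about 7.5% in these data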;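 further: red hydrolysis product quenches plate fluorescence so inhibitors raise well fluorescence; 0% = enzyme with DMSO and 100% = DMSO without enzyme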
# UBC9 SUMO inh: inhibitors of human SUMOylation (UBC9) | P63279 | AID 2006 | inhibition, % at 35 µM | HTRF SUMOylation assay, SAE1/SAE2 + UBC9, in vitro | actives 0.36% (n = 290,000); in the data active means inhibition above about 50%, passing the limit was not always enough; further: strong numbers were not always called active
# IMP-1 inhibitor: blocks Pseudomonas aeruginosa IMP-1 metallo-beta-lactamase; actives 0.45% (n = 290,000); purified IMP-1, nitrocefin hydrolysis, epi-absorbance fluorescence; inhibition, % at 5.6 µM;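 active means inhibition above the mean plus 3 SD of all compounds in the same screening run, cut at about 4.5% in these data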;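 further: 0% = IMP-1 with DMSO and 100% = DMSO wells lacking enzyme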
#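 System: purified recombinant IMP-1 beta-lactamase. Medium: Zinc- and detergent-supplemented HEPES buffer, pH 7.1. Compound: one 5.6 µM dose […]. Schedule: 15 min preincubation plus 25 min reaction at 25 °C. Technique: Epi-absorbance fluorescence, 480 nm excitation, 530 nm emission.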
# IDE cell activ: boosts human insulin-degrading enzyme activity in HEK cells; AID 493087; actives 0.073% (n = 340,000); activation, % at 5.96 µM; P14735; FAbeta-B cleavage, fluorescence polarization; 0% vehicle, 100% cell-free pure enzyme wells;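 active means activation above the mean of all tested compounds plus 3 SD, set per screening campaign, cut at about 17% in these data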
# Target sequence (P14735 whole entry, looked up): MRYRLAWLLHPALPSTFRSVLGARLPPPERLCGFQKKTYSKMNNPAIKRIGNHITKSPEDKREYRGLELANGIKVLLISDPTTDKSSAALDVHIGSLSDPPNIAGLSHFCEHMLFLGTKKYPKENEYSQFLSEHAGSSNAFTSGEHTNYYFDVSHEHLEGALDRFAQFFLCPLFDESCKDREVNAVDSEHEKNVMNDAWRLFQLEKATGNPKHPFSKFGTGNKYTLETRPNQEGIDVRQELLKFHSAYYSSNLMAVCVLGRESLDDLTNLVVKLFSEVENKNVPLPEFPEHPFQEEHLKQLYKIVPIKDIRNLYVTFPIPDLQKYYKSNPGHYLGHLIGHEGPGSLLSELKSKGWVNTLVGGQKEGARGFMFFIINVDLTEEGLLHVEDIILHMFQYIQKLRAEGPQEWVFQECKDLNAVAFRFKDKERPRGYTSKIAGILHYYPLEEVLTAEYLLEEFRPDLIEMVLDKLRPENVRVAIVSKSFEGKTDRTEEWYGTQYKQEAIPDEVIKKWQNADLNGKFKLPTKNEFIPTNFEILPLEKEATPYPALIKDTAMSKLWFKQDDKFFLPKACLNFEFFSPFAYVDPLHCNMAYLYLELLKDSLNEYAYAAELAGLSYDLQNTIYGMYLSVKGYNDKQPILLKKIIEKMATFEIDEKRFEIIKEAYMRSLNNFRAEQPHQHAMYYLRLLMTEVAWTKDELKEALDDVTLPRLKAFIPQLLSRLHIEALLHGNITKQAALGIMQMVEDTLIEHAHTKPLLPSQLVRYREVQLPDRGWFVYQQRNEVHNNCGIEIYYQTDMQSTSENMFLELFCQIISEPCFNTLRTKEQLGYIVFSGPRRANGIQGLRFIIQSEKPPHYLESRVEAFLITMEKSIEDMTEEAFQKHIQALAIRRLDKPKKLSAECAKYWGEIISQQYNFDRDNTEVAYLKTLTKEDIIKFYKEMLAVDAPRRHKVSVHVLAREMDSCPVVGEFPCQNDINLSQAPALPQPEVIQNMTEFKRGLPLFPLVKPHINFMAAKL
# MEKK3 PB1 HTS: raises or lowers MEK5 binding to the human MEKK3 PB1 domain; bead-based flow cytometry, Alexa488-MEK5 binding to MEKK3; actives lie on both sides; 0 = blocked by unlabeled MEK5, 100 = vehicle; binding response (% of control), % at 10 µM; actives 1.4% (n = 290,000);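 active means binding response more than 3 SD above or below the average of its plate-row segment, actives on both sides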;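 further: Alexa488 bead fluorescence after subtracting the streptavidin-only scavenger bead signal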
# PHOSPHO1 inh: inhibitors of human PHOSPHO1 phosphatase; actives 1.1% (n = 290,000); AID 1565; Q8TCT1; inhibition, % at 13.3 µM; recombinant PHOSPHO1, absorbance phosphatase assay; in the data active means inhibition above about 60%
# * hit, by the source's call; / = not tested or not shown.
molecule	FID counter	PHOSPHO1 inh	MEKK3 PB1 HTS	IMP-1 inhibitor	HCV NS3 hel inh	IDE cell activ	UBC9 SUMO inh	VIM-2 inh	p-CIP stab down
C=CCn1c(SCc2cc(C(=O)OC)c(C)o2)nnc1-c1ccncc1	-20	86*	99	-1.1	3	4	32	0.3	-24
CCc1ccc(NC(=O)c2cc(C)no2)cc1	0	1	102	-0.3	-4	3	-5	0.1	5
CCCC(=O)Nc1c2c(nn1-c1ccc(F)cc1)CS(=O)(=O)C2	-5	16	105	-2.7	5	4	13	-3.0	2
CC(C)NC(=O)c1ccc(CSCc2ccccc2Cl)o1	-25	30	102	-3.0	-8	3	-3	-3.5	-10
COCCNC(=O)CSc1ccc(C)cc1	2	12	107	-2.0	0	-1	0	0.0	-10
O=C(CN(C(=O)CCC(=O)Nc1nccs1)c1cccc(F)c1)NCc1ccccc1	-33	27	106	-1.5	0	0	12	-2.3	-9
CCNC(=O)n1nccc1C(C)Oc1ccc(Cl)cc1 (stereo unspecified)	-9	40	82	-1.6	1	-6	24	-3.6	-6
CCCNC(=O)Cc1ccsc1	-3	-26	107	-6.8	4	4	-17	-0.6	5
CCOc1cc(C(=O)Nc2ccc(S(=O)(=O)Nc3cc(C)on3)cc2)cc(OCC)c1OCC	-50	23	/	-3.0	21	3	29	-1.8	0
Cn1c(=O)c2c(nc(CN3CCN(c4ccccc4)CC3)n2CCCc2ccccc2)n(C)c1=O	-4	/	103	-4.5	-1	/	/	-3.0	/
CCn1c(SCc2nc3cc(OC)c(OC)cc3c(=O)[nH]2)nnc1-c1ccncc1	-14	1	102	-5.5	23	1	9	1.9	1
Cc1cc2oc(C(=O)Nc3ccc(S(=O)(=O)Nc4nccs4)cc3)cc(=O)c2cc1Cl	3	-3	102	1.8	18	-5	79	-0.9	-6
CCOc1ccc(NC(=O)CN2CCN(CC(=O)Nc3ccc(N(C)C)cc3)CC2)cc1	-4	36	92	-1.3	-2	-1	-10	-0.3	-13
Nc1cccc(-c2nnc3n2CCCCC3)c1	0	15	104	-1.2	7	-3	18	-2.9	8
Cc1c(-c2n[nH]c(=S)n2-c2ccc(Br)cc2)nnn1-c1ccc(Cl)cc1	-11	-41	103	-2.6	-6	2	-14	-2.6	-12
CC(=O)c1ccc(C(=O)Nc2ccc3c(c2)C(=O)NC3=O)cc1	-9	-32	88	6.1*	26	5	8	0.5	-2
CCc1nnc(NC(=O)/C=C/c2ccc(C)o2)s1	-10	-15	101	-1.1	9	1	8	-0.1	-3
O=C(O)C(Cc1ccccc1)N1C(=O)/C(=C/c2ccccc2)SC1=S (stereo unspecified)	-12	-1	96	-3.2	17	2	16	-0.1	-20
N#C/C(=C\c1cccnc1)C(=O)Nc1ccccc1[N+](=O)[O-]	-13	20	97	-2.9	6	-3	6	-2.2	19
CCCS(=O)(=O)N1CCN=C1SCc1cccc(C)c1	-8	-4	103	-2.6	3	-7	-3	-2.5	-6
O=C1NC(c2ccccc2)=NC1(NS(=O)(=O)c1ccccc1)C(F)(F)F (stereo unspecified)	4	-109	97	-2.0	4	5	4	-1.1	-4
O=C(NCC(c1cccnc1)N1CCN(c2ccccc2F)CC1)c1ccco1 (stereo unspecified)	-6	6	104	2.8	5	2	-24	-1.2	12
CCOc1cc(C(=O)OCC(=O)NCc2ccco2)cc(OCC)c1OCC	-23	14	108	3.9	25	-2	-2	-1.6	-12
CC(NC(=O)c1ccccc1)C(=O)N/N=C/c1ccc(O)cc1 (stereo unspecified)	-5	-27	106	-3.2	6	3	11	-6.4	0
C=CCNC(=O)c1cc(Cl)cc(Cl)c1	2	28	102	-0.2	-3	0	23	-2.7	-5

# The final two records of the section above open the next one.
molecule	FID counter	PHOSPHO1 inh	MEKK3 PB1 HTS	IMP-1 inhibitor	HCV NS3 hel inh	IDE cell activ	UBC9 SUMO inh	VIM-2 inh	p-CIP stab down
CC(NC(=O)c1ccccc1)C(=O)N/N=C/c1ccc(O)cc1 (stereo unspecified)	-5	-27	106	-3.2	6	3	11	-6.4	0
C=CCNC(=O)c1cc(Cl)cc(Cl)c1	2	28	102	-0.2	-3	0	23	-2.7	-5
Cc1cccc(NC(=O)/C=C/c2ccc(Cl)cc2)n1	-9	-18	99	-1.3	-3	-3	-14	-1.2	12
COc1ccc(CSc2nncn2C)cc1[N+](=O)[O-]	-2	-27	108	-2.7	-2	4	1	-1.3	-12
COc1ccc2[nH]cc(C(=O)CN(C)CCc3ccc(OC)c(OC)c3)c2c1	10	4	107	-5.5	-6	1	6	-2.4	-5
Nc1ccccc1SCC1CSc2nc3ccccc3c(=O)n21 (stereo unspecified)	-4	34	104	-1.9	-8	-8	24	-1.9	-9
CCn1cc(C(=O)O)c(=O)c2cc(F)c(N/N=C/c3ccccc3[N+](=O)[O-])cc21	3	1	109	-3.9	-6	5	-9	-2.5	3
CCOC(=O)Cc1csc(NC(=O)Cc2ccc(C)cc2)n1	-12	-4	106	-1.8	-3	0	-4	-2.5	-2
Cc1ncc(CN=Cc2ccc(Cl)cc2)c(N)n1	-5	20	99	-2.3	-12	3	26	-1.2	8
COC(=O)c1ccc(NC(=O)C2CCCO2)cc1 (stereo unspecified)	1	3	107	-1.4	2	5	5	-0.3	9
FC(F)C(F)(F)c1cc(-c2ccccc2)n[nH]1	2	16	89	-0.9	0	-3	5	0.4	4
O=C(Cc1cccc2ccccc12)NC(=S)Nc1cccc(C(=O)O)c1	-34	23	99	-0.9	24	6	0	-3.5	1
c1ccc(-n2nnnc2-c2cccnc2)cc1	-5	32	108	-1.7	-13	0	0	-3.2	6
CCN(C(=O)c1ccc(Cl)c([N+](=O)[O-])c1)c1ccccc1	-4	41	102	-2.5	-2	5	-11	-2.5	-8
CCOC(=O)c1c(C)[nH]c(C(=O)COC(=O)C(C)N2C(=O)C3CCCCC3C2=O)c1C (stereo unspecified)	-34	46	93	-3.0	-8	-7	17	-3.4	-7
O=C(CCCCCNC(=S)Nc1ccc(Cl)cc1)C[N+](=O)[O-]	-4	23	101	-1.1	-27	4	-4	-2.9	4
Cc1ccsc1C(=O)N/N=C/C=C/c1ccccc1[N+](=O)[O-]	0	-3	102	2.6	2	-1	-1	-4.7	-5
Cc1ccc(C)c(NC(=S)c2ccc3ccccc3n2)c1	-1	-14	115	-2.1	7	-6	-20	-3.3	-6
COc1cc(NC(=O)CNC(=O)Cn2c(C)cc3ccccc3c2=O)cc(OC)c1OC	-19	0	101	-3.1	17	0	-3	-2.3	7
Cc1nc(N)nc(Nc2ccc(Cl)cc2)c1Br	-3	24	94	-3.2	-7	0	6	-2.5	3
O=C(COc1cc2oc(=O)c3c(c2cc1Cl)CCCC3)NCc1cccnc1	-27	40	98	-2.5	3	3	2	6.5	-1
O=C(CSc1cccc[n+]1[O-])Nc1ccc(N2CCOCC2)cc1	-1	8	104	-2.6	14	/	-3	-4.1	11
Cc1nc2cc(C(=O)OCC(=O)NC34CC5CC(CC(C5)C3)C4)ccc2n1-c1ccccc1	-21	-4	121	-3.8	-37	5	-18	-3.2	-8
NNC(=O)c1ccc(Cn2cc(Cl)cn2)o1	-24	33	112	-2.7	-4	1	6	-2.8	-12
CCOc1cccc(N2CCN(CCNC(=O)Nc3ccc(C)cc3)CC2)c1C	12	/	102	-1.6	-30	-2	-10	-1.9	1
CC(C)(C)NC(=O)/C=C/c1cccs1	1	24	98	-2.5	-5	-1	29	1.0	-3
O=C(O)CCNC(=O)OCC1c2ccccc2-c2ccccc21	1	24	99	-0.8	1	2	3	-3.9	-4
O=C(NCC12CC3CC(CC(C3)C1)C2)c1cc2n(n1)C(C(F)(F)F)CC(c1ccco1)N2 (stereo unspecified)	-19	28	/	-0.9	5	-1	-3	0.3	2
CCOC(=O)N1CCN(C(=O)CSCC(=O)Nc2nc(-c3ccc(OC)cc3)cs2)CC1	-20	6	97	-1.8	-2	-2	13	-2.0	-4
Cc1cccc(C(=O)NC(=S)Nc2ccc3[nH]c(=O)[nH]c3c2)c1	-2	26	103	-2.5	5	-1	15	-2.6	-3
O=c1c2c(nc3nc(NCc4cccc(Cl)c4)[nH]n13)CCC2	-2	20	106	-3.9	-2	/	12	-3.9	12
CCSc1nnc(NC(=O)c2ccccn2)s1	-10	-3	102	-5.2	-6	5	-46	-6.2	-5
O=S(=O)(c1cccs1)N1CCN(CC(O)COc2cc(Cl)ccc2Cl)CC1 (stereo unspecified)	-6	-20	90	-4.1	-12	6	23	-1.5	-36
Cn1ncc2c(NNC(=O)Cc3ccccc3)ncnc21	2	-7	119	-6.1	-2	3	18	-1.5	-3
O=C(Nc1cccc(-c2nn[nH]n2)c1)c1csc2c1CCCC2	-43	32	104	-2.0	16	-2	17	-3.5	-11
N#Cc1c(-c2ccccc2)c(-c2ccccc2)nn(CC(=O)NNC(=O)Nc2ccc(Cl)cc2)c1=O	4	-1	91	-1.8	3	/	2	-0.7	2
CCOC(=O)CN1C(=O)N[C@@H](c2ccc(Br)cc2)C(C(=O)OC)=C1C	/	9	102	/	/	1	1	/	-13
CCN(CC)S(=O)(=O)c1cccc(C(=O)/C=C2/N(C)c3ccccc3C2(C)C)c1	-3	-12	108	-3.2	2	-3	7	-2.6	-8
O=[N+]([O-])c1ccccc1Sc1nccn1Cc1ccccc1	-2	-4	101	1.7	-6	0	-5	0.4	-13
CC(C)CC(=O)Nc1cc2c3c(c1)C(C)C(=O)N3CCC2 (stereo unspecified)	-11	24	101	-2.6	5	7	9	-1.0	5
CCOc1cc(-c2nc3cc(C)ccn3c2NCC2CCCO2)ccc1O (stereo unspecified)	4	3	99	-5.1	10	3	14	-2.5	-6
COc1ccc(OC)c2c(C)cc(NCCN3CCOCC3)nc12	10	11	97	-2.7	8	-1	6	0.6	-14
Cc1ccc(OCCNCC(O)COc2ccccc2)cc1 (stereo unspecified)	12	31	106	-2.8	-29	6	4	-3.6	0
CN1CCN(Cc2c(O)ccc3cc(Br)ccc23)CC1	9	-18	105	-2.9	8	/	14	-2.1	-21
Cc1occc1C(=O)N/N=C/c1ccc2c(c1)OCO2	-3	14	102	-2.2	-1	-6	17	-0.8	-16
CCSc1ccccc1C(=O)Nc1cc(OC)c(OC)c(OC)c1	-10	3	99	-4.2	3	-9	-11	-4.6	-1
COc1ccc(Br)cc1/C=C/C(=O)NC(=S)Nc1ccc(CN2CCOCC2)cc1	-15	24	105	-3.0	-32	5	-17	-7.8	8
CCOc1ccc(C(C)NC(=O)Cc2ccccc2F)cc1OCC (stereo unspecified)	-10	16	98	-3.4	5	6	7	-3.4	0
COc1cccc(Oc2ccc(OC)cc2C(=O)O)c1	-5	25	99	-0.9	6	-2	22	2.0	-7
COc1ccc(C2=NC(=O)NC2c2ccc(OC)cc2)cc1 (stereo unspecified)	-10	27	105	-0.7	-11	3	8	0.6	-1

# The list is partial; the hit share may differ from the screen's.
